BoNT-F LC inh – blocks Botulinum neurotoxin F light chain protease. Multiplex microsphere protease cleavage assay, flow cytometry. inhibition, % at 10 µM. 360,000 compounds, 0.22% hits. AID 588497; in the data active = inhibition above about 35%, passing the limit was not always enough; inconclusive = no clear call, values can overlap the other calls; note: plate controls were buffer without enzyme for full effect and enzyme alone for no effect
Anthrax LF prot – blocks Bacillus anthracis lethal factor protease; P15917; multiplex microsphere protease cleavage assay, LF; inhibition, % at 10 µM; 360,000 compounds, 0.12% hits; note: plate controls were buffer without enzyme for full effect and enzyme alone for no effect
GDH-TPI inh – counter-screen for M. tuberculosis FBA inhibitors: GDH-TPI coupled enzymes; GDH-TPI coupled enzyme counterscreen, NADH absorbance; AID 588335; inhibition, % at 4.8 µM; 360,000 compounds, 1.2% hits; in the data active = inhibition above about 30%;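 note: 0% = DMSO wells and 100% = wells lacking the enzyme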
PfHsp40 rescue – rescue of PfHsp40-mediated yeast toxicity. AID 504582. S. cerevisiae expressing PfHsp40, growth rescue, ATP luminescence. 340,000 compounds, 0.68% hits. growth rescue, % at 12.5 µM; in the data active = growth rescue above about 28%, passing the limit was not always enough; inconclusive = no clear call, values can overlap the other calls;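 note: yeast W303a lacking pdr1 and pdr3 grown in galactose medium; growth measured after three days at 30 °C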
BioA inh – blocks M. tuberculosis BioA enzyme activity | purified M. tuberculosis BioA enzyme, plate reader | inhibition, % at 9.99 µM | 360,000 compounds, 0.096% hits | AID 602481; in the data active = inhibition above about 40%; inconclusive = no clear call, values can overlap the other calls
FadD28 binding – M. tuberculosis FadD28 bisubstrate binding inhibition. FadD28 bisubstrate probe binding, fluorescence polarization. inhibition, % at 12.5 µM. 360,000 compounds, 0.22% hits; in the data active = inhibition above about 8.5%, passing the limit was not always enough; inconclusive = no clear call, values can overlap the other calls
BoNT A protease – BoNT A light chain protease inhibition; multiplex microsphere protease substrate cleavage, flow cytometry; inhibition, % at 10 µM; 360,000 compounds, 0.17% hits; note: plate controls were buffer without enzyme for full effect and enzyme alone for no effect
FBA Mtb inh – inhibits M. tuberculosis FBA enzyme; P9WQA3; purified M. tuberculosis FBA, fluorescence read-out; inhibition, % at 1 µM; 360,000 compounds, 2.3% hits; AID 588726; in the data active = inhibition above about 27%;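 note: 0% = vehicle and 100% = reference inhibitor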
Target sequence (P9WQA3 whole entry, looked up): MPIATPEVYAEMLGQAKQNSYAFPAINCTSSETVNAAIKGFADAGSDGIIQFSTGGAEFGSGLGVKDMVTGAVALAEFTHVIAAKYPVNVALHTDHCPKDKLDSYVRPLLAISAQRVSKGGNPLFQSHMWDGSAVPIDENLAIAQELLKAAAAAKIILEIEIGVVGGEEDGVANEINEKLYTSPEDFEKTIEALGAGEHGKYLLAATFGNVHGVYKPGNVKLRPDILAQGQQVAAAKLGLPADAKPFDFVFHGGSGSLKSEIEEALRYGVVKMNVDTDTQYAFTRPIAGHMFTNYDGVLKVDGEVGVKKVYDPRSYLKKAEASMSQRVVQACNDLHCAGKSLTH
UGM FP inh – Mtb UDP-galactopyranose mutase inhibition | purified UGM, fluorescence polarization probe displacement | 320,000 compounds, 0.06% hits | inhibition, % at 10 µM | P9WIQ1; in the data active = inhibition above about 10%, passing the limit was not always enough; inconclusive = no clear call, values can overlap the other calls
Target sequence (P9WIQ1 whole entry, looked up): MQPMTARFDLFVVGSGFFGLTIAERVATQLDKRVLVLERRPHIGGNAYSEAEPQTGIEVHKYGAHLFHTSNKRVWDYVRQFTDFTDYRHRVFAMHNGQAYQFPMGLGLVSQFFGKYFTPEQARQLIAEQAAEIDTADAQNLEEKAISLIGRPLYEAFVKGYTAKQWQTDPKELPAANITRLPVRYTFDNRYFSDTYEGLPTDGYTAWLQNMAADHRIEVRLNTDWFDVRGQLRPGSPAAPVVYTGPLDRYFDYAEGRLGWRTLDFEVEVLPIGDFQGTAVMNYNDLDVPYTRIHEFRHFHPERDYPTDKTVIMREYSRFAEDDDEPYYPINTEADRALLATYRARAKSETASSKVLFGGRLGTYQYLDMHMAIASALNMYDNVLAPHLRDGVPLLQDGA
* marks the source's active call; other numbers are inactive results; ? = inconclusive; . = no result given; & = joins results of further samples. Cut-off read from the data, not from the text of the source, unless noted: active = inhibition above about 30%; inconclusive = no clear call, values can overlap the other calls; inactive = below that.

SMILES	FBA Mtb inh	PfHsp40 rescue	BioA inh	FadD28 binding	GDH-TPI inh	BoNT-F LC inh	UGM FP inh	Anthrax LF prot	BoNT A protease
Nc1cc(N)nc(SCCN2CCCCC2)n1	-1	-0.7	1.7	-0.2	3	6	1.0	-7	-0.6
CN(C)CCN(C(=O)c1ccc2c(c1)OCCO2)c1nc2ccc(Cl)cc2s1	0	-0.2	-0.7	-4.5	5	9	1.1	2	0.3
COc1ccc(S(=O)(=O)N2CCC(C(=O)N3CCc4ccccc4C3)CC2)cc1Cl	-4	2.4	10	-4.2	0	0	-1.9	-5	-0.3
O=C(N/N=C\c1ccc(O)c([N+](=O)[O-])c1)C1COc2ccccc2O1 (configuration not stated)	-7	-1.2	-1.8	0.2	70*	-12	-1.7	-2	-2.8
COc1cccc(-n2c([S-])c(C(=O)Nc3ccc(S(=O)(=O)N4CCOCC4)cc3)[n+]3cc(C(N)=O)ccc23)c1	-3	-0.5	-2.4	-1.7	31*	-3	4.3	-2	1.1
O=C(NC1CC1)c1cccc(NC(=O)c2cn3ccccc3n2)c1	5	0.5	-0.5	-1.1	7	1	-0.9	-2	1.3
CCOc1ccc(C2C3=C(CCCC3=O)N(CC(=O)O)C3=C2C(=O)CCC3)cc1	39*	0.8	0.4	-0.6	14	.	-0.1	.	.
O=C1c2ccccc2C(=O)N1CCc1ccccc1	1	0.1	-2.0	-0.6	1	?	1.2	-1	-1.8
Cc1ccc(C(=O)OCC(=O)NC(=O)Cc2ccccc2)c(O)c1	0	-0.2	-3.4	-1.7	-1	-6	-1.9	-3	-0.5
CCOc1ccc(CC(=O)Nc2c(C(N)=O)oc3ccc(Br)cc23)cc1OCC	-2	2.1	-0.7	-2.4	-1	-6	-1.3	-7	-0.4
O/N=C/c1ccc(-c2ccccc2OC(F)(F)F)o1	0	0.9	.	0.6	10	?	-0.1	-22	1.8
COc1cc(CNC(=O)C2CC(O)CN2C(=O)Nc2ccccc2)cc(OC)c1OC (configuration not stated)	3	.	-0.8	-1.8	16	-1	.	2	0.3
Cc1cc(-c2c(C)[nH]n(-c3ccc(Cl)cc3)c2=O)n(-c2ccccc2)n1	-1	0.5	0.4	-0.3	-2	6	0.4	3	-0.9
Cc1ccccc1-n1ncc2c1CC(C)(C)CC2NC(=O)c1cn[nH]c1C (configuration not stated)	-1	1.8	10	-0.9	4	3	-1.7	2	0.3
CC1=C(C(=O)OC(C)C)C(/C=C/c2ccccc2)NC(=O)N1 (configuration not stated)	0	-0.1	-0.6	-1.6	-3	-6	1.0	-5	-0.2
CCOc1ccc(CC(=O)Nc2nccs2)cc1	10	-0.4	.	-0.2	5	1	0.5	-2	-0.6
COC(=O)c1cc(-n2cccc2)ccc1N1CCOCC1	0	-0.8	.	-0.3	-6	5	-4.3	0	-0.4
COc1ccc(C(=O)Nc2ccc(F)cc2F)cc1OC	0	0.6	.	-0.9	-2	-3	-1.7	0	0.3
CCN(Cc1ccccc1)C(c1ccccn1)c1nnnn1C(C)(C)CC (configuration not stated)	-2	-0.5	-1.2	-5.0	-7	-9	-1.8	-2	-0.3
CCOC(=O)COc1nc(Nc2ccccc2C)nc(N(C)C)n1	3	-1.9	-2.4	-1.3	2	-1	0.1	0	0.5
COC(=O)N1CCCCC1c1cc(C(=O)N2CCOCC2)no1 (configuration not stated)	1	.	-2.7	-0.4	1	-1	.	0	0.1
C=CCn1c(C)cc(C(=O)CSc2nnc(C3CC3)n2C2CC2)c1C	2	-0.4	-0.4	-1.8	-4	0	0.0	0	0.0
Cc1cc(N)n(-c2ccccc2)n1	-1	-0.6	0.0	0.5	3	-1	-0.6	-2	-0.1
CCCCn1nnnc1C(CCc1ccccc1)N1CCC2(CC1)C(=O)NCN2c1ccccc1 (configuration not stated)	1	.	-2.9	-3.5	.	0	.	-4	0.5
C=CCNc1oc(-c2ccco2)nc1S(=O)(=O)c1ccccc1	-3	-0.7	-1.4	0.2	-1	-7	2.1	1	3.3
COc1cccc(-c2nc3c(c(=O)[nH]c(=O)n3Cc3ccccc3)n2CCO)c1OC(F)F	12	1.5	-0.7	-1.8	2	-4	0.6	1	0.8
O=C(COc1ccccc1)Nc1c(Cl)ccc2nsnc12	-3	-0.1	0.3	-1.0	18	-24	2.8	-9	-0.3
CCCc1cc(=O)[nH]c(SCC(=O)Nc2ccc(Br)cc2Br)n1	0	8.1	.	-4.9	-2	6	4.1	1	1.5
CC(C)(C)n1nc2c(c1NC(=O)Cc1cccc3ccccc13)CS(=O)(=O)C2	-1	0.2	-1.0	0.5	-4	-9	1.0	-7	0.1
COCCCN1CCN(c2nnc3n2-c2sc(Br)cc2C(c2ccccc2Cl)=NC3)CC1	1	-1.6	.	-1.6	4	-2	-3.8	-2	-0.8
COCCN(C(=O)CSc1nnc(-c2ccc(C)cc2)n1N)c1c(N)n(Cc2ccccc2)c(=O)[nH]c1=O	2	-0.7	1.0	-1.3	8	8	-1.0	-2	-1.2
CC(=O)N1N=C(c2cccc(Cl)c2)OC1c1ccc(C(C)C)cc1 (configuration not stated)	-1	0.8	.	1.5	5	-13	-0.9	-5	-0.4
CNC(=O)c1ccc(CN(C)C(=O)/C=C/c2ccc(S(=O)(=O)N3CCCCCC3)cc2)cc1	0	.	1.8	-0.5	11	-7	.	-1	-0.3
O=C(/C=C/c1ccccc1Cl)Nc1ccc(-c2nnc3n2CCCCC3)cc1	-2	-0.2	-1.5	0.5	6	8	-0.4	4	3.0
Cc1c(NC(=O)COC(=O)C2=COCCO2)cccc1[N+](=O)[O-]	-1	-1.6	0.0	-2.8	-1	?	0.2	-2	0.7
Cc1ccc(NC(=S)NNC(=S)Nc2cccc(C(F)(F)F)c2)cc1	-3	3.5	0.5	-3.1	10	?	-1.9	-10	-1.9
CC(C)c1cccc(-c2csc(C(O)c3ccc(F)c(F)c3)n2)c1 (configuration not stated)	-3	.	-1.3	-3.5	-4	2	.	-3	-0.1
COc1ccccc1NS(=O)(=O)c1cccc(NC(=O)NCCCl)c1	0	-0.8	.	-1.0	3	-2	-3.2	1	-0.2
O=c1oc(C2(O)CCCCC2)cc2ccc(/C=C/c3ccc(F)cc3)cc12	32*	-1.5	-0.8	-0.4	8	-6	-3.2	-2	-1.3
COc1ccc(NC2CCCN(C(=O)COc3ccc(Cl)cc3C)C2)cc1OC (configuration not stated)	-2	-1.3	1.5	-0.7	-2	2	-1.2	0	-0.2
CCOC(=O)c1ccccc1N/C=C1\CCCC1=O	4	0.4	0.3	-0.1	28	-1	-2.1	3	-0.9
Cc1cc2c(=O)n(Cc3ccco3)c(SCC(=O)NCc3ccco3)nc2s1	0	-0.7	4.8	-2.3	-2	-5	-0.1	-3	-0.4
Cc1nn(C)c(Cl)c1/C=N/OC(=O)c1ccc(F)cc1	-5	-1.6	.	-2.8	3	0	0.9	-3	-0.1
CC1CCN(C(=O)c2ccc([N+](=O)[O-])o2)CC1	1	0.0	.	.	13	-18	2.5	2	-1.7
CC(C)CNC(=S)N1CCC(C(=O)c2ccc3c(c2)OCCO3)CC1	-2	0.0	.	-0.2	3	-2	0.1	-4	0.3
CCCNc1sc(S(=O)(=O)CCC)nc1S(=O)(=O)c1ccc(C)cc1	-2	1.1	.	-1.7	-3	-2	-0.1	-3	0.1
COc1ccc(CNC(=O)c2noc(C)c2[N+](=O)[O-])cc1	4	-0.1	.	-0.9	7	-1	-2.7	3	-0.5
COc1ccc(Nc2nccc(-c3ccc([N+](=O)[O-])cc3)n2)cc1	-5	0.5	0.2	.	8	-45	3.5	15	-1.5
C[C@H](CO)N1C[C@H](C)[C@@H](CN(C)C(=O)Nc2ccc(N3CCN(C)CC3)cc2)OCc2cnnn2CCCC1=O	1	.	-1.7&2.9	-1.4	0	-5	.	0	-0.6
CCOc1ccc(C(=O)CCC(=O)N2CCN(S(=O)(=O)c3cccc(F)c3)CC2)cc1	2	1.3	0.9	-1.8	-6	.	-0.4	.	.
CC(C)(C)NC(=O)COC(=O)c1ccc(S(=O)(=O)N2CCCC2)cc1	1	-0.7	.	-2.2	6	-3	-0.2	0	-0.2
COc1ccccc1N1CCN(C(=O)c2cccc(S(=O)(=O)Nc3ccccc3F)c2)CC1	-1	0.0	13	-0.7	2	2	-0.3	-8	-0.1
COc1ccc(CCNc2c(N)n(Cc3ccccc3)c(=O)[nH]c2=O)cc1OC	5	-1.2	27	-0.5	9	4	2.5	-1	-0.2
O=C1OC(Nc2ccc3c(c2)OCO3)c2ccccc21 (configuration not stated)	0	0.6	1.8	-1.6	15	2	4.6	-2	0.8
CC(C)(C)CC(=O)NCCc1csc(-c2ccccc2)n1	6	0.0	.	-2.4	1	-10	0.2	2	-1.4
O=[N+]([O-])c1ccc(C=Nc2ccccc2)cc1	3	.	2.9	-1.6	.	4	.	-2	-0.7
C[C@@H]1CN([C@H](C)CO)C(=O)c2cc(C#C[C@@H](C)O)cnc2O[C@H]1CN(C)C(=O)c1ccc(F)cc1	1	.	0.2	-0.7	-4	-2	.	0	-0.1
CCSc1nc(N)c2c3c(sc2n1)CCC3	11	1.0	12	-4.1	3	5	1.9	2	1.5
Cc1ccsc1C(=O)C1CCCN(Cc2cnn(C)c2)C1 (configuration not stated)	-9	-0.1	.	-2.2	2	1	2.5	-1	-0.3
NC(=O)C1(N2CCCCC2)CCN(C(=S)Nc2cccc(Cl)c2)CC1	0	-1.2	-1.5	-5.8	3	1	-0.7	-3	0.4

Going on with the list:
SMILES	FBA Mtb inh	PfHsp40 rescue	BioA inh	FadD28 binding	GDH-TPI inh	BoNT-F LC inh	UGM FP inh	Anthrax LF prot	BoNT A protease
Cc1ccc(S(=O)(=O)Oc2ccccc2N2C(=O)C3CC=CCC3C2=O)cc1 (configuration not stated)	1	-0.1	-1.2	-4.2	-1	-6	3.3	-7	-0.5
COc1ccc(/C=C/C(=O)Nc2cc(S(=O)(=O)N3CCOCC3)ccc2OC)cc1	-3	1.2	1.1	-3.0	31*	4	0.9	-14	0.3
O=C(Nc1nccs1)c1ccccc1Br	1	-0.4	-1.3	-1.1	9	?	-2.7	-17	-5.0
CC(C)(C)c1ccc(OCCC(=O)OCC(=O)NC2CCS(=O)(=O)C2)cc1 (configuration not stated)	-3	1.5	.	-1.5	12	.	-0.8	.	.
CSc1nnc2ccc(-c3cccs3)nn12	2	-0.8	-1.9	0.4	17	3	-0.9	5	-1.1
Cc1[nH]c2ccccc2c1CCNCc1ccco1	1	0.1	0.1	-4.2	-2	-10	2.2	0	1.7
Cc1ccn2c(NC(C)(C)C)c(-c3cccs3)nc2c1	33*	1.2	.	-1.2	-4	-1	-0.5	-4	-0.2
CCN(CC)CCNC(=O)c1cc2c(=O)n(C)c3ccccc3c2s1	71*	-0.9	9.7	-1.4	11	-31	-0.7	4	-2.4
COc1cccc(C(=O)N2CCN(Cc3ccccn3)CC2)c1OC	-1	0.3	-0.6	-2.3	-5	-18	-0.8	-2	-0.8
COc1ccc(Cl)cc1S(=O)(=O)N(C)CC(=O)NCCCn1ccnc1	-1	1.2	0.8	.	12	-4	-2.9	-2	-2.1
CCOC(=O)COc1c(Br)cc(/C=C2\SC(=O)N(CC(=O)N3CCCC3)C2=O)cc1OC	-1	1.8	-1.2	0.5	9	8	0.4	4	0.7

Reformatted with values under each structure: part of the list above.
Below each SMILES – FBA Mtb inh	PfHsp40 rescue	BioA inh	FadD28 binding	GDH-TPI inh	BoNT-F LC inh	UGM FP inh	Anthrax LF prot	BoNT A protease
- CCSc1nc(N)c2c3c(sc2n1)CCC3
→ 11	1.0	12	-4.1	3	5	1.9	2	1.5
- COc1ccc(CNC(=O)c2noc(C)c2[N+](=O)[O-])cc1
→ 4	-0.1	.	-0.9	7	-1	-2.7	3	-0.5
- COc1ccc(/C=C/C(=O)Nc2cc(S(=O)(=O)N3CCOCC3)ccc2OC)cc1
→ -3	1.2	1.1	-3.0	31*	4	0.9	-14	0.3
